Screening results from PubChem.
S3 lipid droplet: qHTS Assay for Lipid Storage Modulators in Drosophila S3 Cells; Potency in µM for hits, for the others lipid storage change, negative = inhibition, % at the top dose, mostly 46.1 µM; Drosophila S3 cells, BODIPY lipid droplet fluorescence, 18-24 h; cells fed with added oleic acid; actives 0.64% (n = 320,000); active means well fitted inhibition curve with a large enough effect in the signal ratio, with a control signal flat, not every such curve was filed as active; inconclusive means small, poorly fitted or top-dose-only effect, or effect the other way, or a change in a side signal; the % refers to the signal ratio
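Drosophila S3 cells got compounds at several concentrations plus oleic acid (400 uM solution). Laser-scanning cytometry with 488 nm excitation read lipid droplets at 500-530 nm and cells at 575-640 nm. Percent activity was relative to 20 uM Triacsin C.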
S3 lipid droplet cell count max: second read-out of S3 lipid droplet, no call of its own (marks repeat the call); cell number change, %; measured here: cell count max response;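 cells counted by Cell Tracker Red CMTPX staining in the red channel; peak over a dose series mostly up to 46.1 µM; percent activity relative to internal control wells on each plate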
* = called active by the depositor; i = inactive; ? = inconclusive; · = not tested or not shown. On the % scale 0 is the no-effect control and ±100 the full control effect; potency means the concentration at half of the fitted maximal effect.

S3 lipid droplet	S3 lipid droplet cell count max	smiles
?	·	Cc1cc(C(=O)NCCCN2CCOCC2)n(-c2ccccc2)n1
?	·	Cc1ccccc1N(CC(N)=O)S(C)(=O)=O
?	·	CCC(=O)N1CCc2cc(S(=O)(=O)N3CCCCC3CC)ccc21 (stereo not given)
10%	9	Cc1cc(C)n2nc(CC(=O)NC3CCCC(C)C3C)nc2n1 (stereo not given)
-16%	·	COc1ccc(C(CNC(=O)C(=O)NC2CCCC2)N2CCN(C)CC2)cc1 (stereo not given)
?	·	COc1ccc2oc(C(=O)OCC(=O)NC3(C#N)CCCC3)c(C)c2c1
?	·	Cc1ccc(Cl)c2c1NC(=O)C2(O)CC(=O)c1ccc(Br)cc1 (stereo not given)
?	·	N#Cc1ccccc1S(=O)(=O)N1CCN(C(=O)CCC2CCCC2)CC1
6%	0	O=c1cc(NS(=O)(=O)c2ccccc2)nc(SCc2ccccc2Cl)[nH]1
?	·	CCOc1ccccc1NS(=O)(=O)c1cn(C)nc1C
-15%	-16	O=C(CCc1nnc2ccc(NCc3ccco3)nn12)N1CCN(c2ccc(F)cc2)CC1
6%	-2	Nc1ccc(C(=O)Nc2cccc(N)c2)cc1
9%	-19	CCOc1ccc2[nH]c(=O)c(CN(Cc3cccs3)C(CC)c3nnnn3C(C)(C)CC)cc2c1 (stereo not given)
?	·	CCOC(=O)N1CCN(c2nc(-c3cccc(OC)c3)cc(C(F)(F)F)n2)CC1
?	·	CCOC(=O)Cc1csc(NC(=O)CSc2nccn2C)n1
i	-16	O=C1CCN(C(=O)c2ccccc2)C2CCCCC12 (stereo not given)
?	·	Cc1ccc2[nH]c(=O)c(CNS(=O)(=O)c3ccccc3)c(-c3ccccc3)c2c1
?	·	Cc1cc(C)c2cc(CN(CCO)C(=O)NC3CCCCC3)c(=O)[nH]c2c1
2%	8	CCCN(CCC)C(=O)CSc1nc2ccccc2c(=O)n1CC1COc2ccccc2O1 (stereo not given)
0%	-4	COc1ccccc1Nc1ccc(C(=O)O)cc1[N+](=O)[O-]
18%	·	COc1ccccc1C(C)NC(=O)C1CCN(S(=O)(=O)c2cccs2)CC1 (stereo not given)
?	·	COc1ccccc1CCNC(=O)C1CCN(c2nnc(C)c3c(C)n(-c4ccc(C)cc4)nc23)CC1
?	·	CN1C(=S)SC(/[N+]([O-])=C\c2ccco2)C1(C)C (stereo not given)
12%	6	COc1ccc(C2/C=C\CNCC(=O)N2Cc2ccc(F)cc2)cc1 (stereo not given)
9%	4	COc1cc(C(=O)OCc2cc3ccccc3[nH]c2=O)cc(OC)c1OC
?	·	CN1C(=O)c2ccccc2C(C(=O)NCC2CCCO2)C1c1c[nH]c2ccccc12 (stereo not given)
-2%	19	CCCCc1nnc(NC(=O)C2CC(=O)N(Cc3ccccc3)C2)s1 (stereo not given)
-16%	10	Cc1noc(NC(=O)c2c(-c3c(Cl)cccc3Cl)noc2C)c1[N+](=O)[O-]
?	·	COC(=O)c1ccc(NC(=S)N2CCN(CCO)CC2)cc1
?	·	Nc1cccc(-c2nc3ccccc3s2)c1
?	·	CC(C)n1ncc2c(C(=O)Nc3ccc(S(N)(=O)=O)cc3)cc(C3CC3)nc21
26µM*	5.0*	NC(=O)c1cc(-c2csc(-c3cccnc3)n2)ccc1O
?	-3	CCN1C(=S)N[C@@H](c2ccccc2)C(C(=O)OC)=C1C
?	·	O=C(Nc1ccc(Cc2ccncc2)cc1)C1CCC(N2C(=O)C3C4C=CC(C4)C3C2=O)CC1 (stereo not given)
i	5	COc1ccccc1-c1c(C#N)c(N)nc2c1CCc1ccccc1-2
?	·	Cc1ccsc1/C=N/N=C1\C(=O)Nc2ccccc21
?	·	CN(C)c1ccc(NS(=O)(=O)c2cccc(Cl)c2)cc1
?	·	COc1ccc(NS(=O)(=O)c2cccc(C(=O)N/N=C(\C)c3cccnc3)c2)cc1
5.2µM*	-7.8*	CCC1CCCCN1CCCNC(=O)c1ccc(/C=C2/Sc3ccccc3NC2=O)cc1 (stereo not given)
i	·	COc1ccc(-c2cc(C(=O)O)c(C)o2)cc1OC
8%	3	COC(=O)/C=C/C(=O)N1CCN(c2ccccc2)CC1
3%	·	CCN(CC(=O)Nc1c(C(=O)OC)[nH]c2ccccc12)c1ccc2c(c1)OCO2
?	·	COC(=O)c1cc2cc(OC)ccc2n1C
?	·	COC(=O)CCn1c(C)cc(C(=O)COc2ccccc2C(N)=O)c1C
28%	1	CCOc1ccccc1NC(=O)c1sc2nc(C)nc(N3CCOCC3)c2c1C
?	·	O=C(Cn1c(=O)n2ncnc2c2c3c(sc21)CCCC3)c1ccccc1
?	·	CC(=O)N1CCN(C(=S)NC(=O)C23CC4CC(CC(C4)C2)C3)CC1
?	·	Cc1cc(-c2ccccc2)nc(N(C)NC(=O)c2ccc(Cl)cc2)c1S(C)(=O)=O
?	·	COc1ccc(OCC(=O)N2CCN(c3cccc(Cl)c3)CC2)cc1
?	·	O=C(O)CCCCCCCCCCCNC(=O)NC12CC3CC(CC(C3)C1)C2
-10%	-14	CN(C)CCCN(C(=O)c1sc2ccccc2c1Cl)c1nc2c(F)cccc2s1
?	·	Cc1cc(C)nc(NS(=O)(=O)c2ccc(NC(=O)CCN3C(=O)c4ccccc4C3=O)cc2)n1
-13%	-12	COc1ccc(NC(=O)C2CC(c3c(F)cccc3Cl)=NO2)cc1OC (stereo not given)
?	·	Cc1cc([N+](=O)[O-])ccc1NC(=O)c1ccc(NC(=O)C(C)C)cc1
?	·	O=S(=O)(c1cccs1)N1CCC2(CC1)OCCO2
-10%	9	CC(C)c1ccc(N(CC(=O)NCC2CCCO2)C(=O)Cn2nnc(-c3cccs3)n2)cc1 (stereo not given)
?	·	Cc1c(-c2ccc(Br)cc2)[n+](=O)c2c(n1[O-])CCCC2
8%	20	COc1ccc(C(=O)NC(C(=O)NCC2CCCO2)C(C)C)cc1 (stereo not given)
?	·	Cc1ccc(SC(C)C(=O)Nc2ccccc2C(=O)N2CCOCC2)cc1 (stereo not given)
?	·	Cc1ccc(N=C(NOC(=O)c2ccccc2)c2nonc2N)c(C)c1

Continued.
S3 lipid droplet	S3 lipid droplet cell count max	smiles
-2%	17	COc1ccc(S(=O)(=O)NC2CCCC2)cc1NC(C)=O
?	·	O=C(NN1CCCCC1)c1ccccc1
?	·	O=C(NNC(=O)c1cc(-c2ccncc2)nc2ccccc12)Nc1ccc(F)cc1
0.46µM*	-14*	CCN(CC)S(=O)(=O)c1ccc2oc(C(=O)NCC3COc4ccccc4O3)c(C)c2c1 (stereo not given)
?	·	CCOC(=O)c1c(NC(=O)CSc2nnnn2-c2ccc3c(c2)OCCO3)sc(C)c1C
?	·	Cn1c(=O)c2c(nc(CN3CCOCC3)n2CCCO)n(C)c1=O
-11%	8	COc1cc2[nH]c(=O)n(CCCCCC(=O)NC3CCCC3)c(=O)c2cc1OC
?	·	CCN(CC)C(=O)COC(=O)c1cc(-c2ccc(OC)cc2)nc2ccccc12
-11%	-17	Cc1ccc(NC(=O)CCC(=O)Nc2ccc(C)cc2)cc1
6%	2	O=C1c2ccccc2C(=O)N1c1cccc(-c2csc(Nc3ccc4c(c3)OCO4)n2)c1
?	·	CCn1c(SCC(=O)NC2=NCCS2)nnc1C(C)NC(=O)c1ccc(Cl)cc1 (stereo not given)
3%	20	COc1ccc(CCn2c(=O)c3cccnc3n(Cc3ccc([N+](=O)[O-])cc3)c2=O)cc1OC
?	·	OCCN1CCOCCN(CCO)CCOCC1
11%	3	Cc1ccc2c(c1)N(C(=O)CCC(=O)N1CCCCC1)CCO2
?	·	NNc1nc(-c2ccccc2)cc(-c2ccccc2O)n1
?	·	COc1ccc(NC(=O)CSc2nnc(-c3ccccn3)n2N)cc1Cl
?	·	O=C(COC(=O)c1cc[n+]([O-])cc1)Nc1ccc(Cl)cc1C(F)(F)F
18%	-34	c1csc(-c2nnc(-c3ccc(N4CCOCC4)cc3)o2)c1
?	·	Cc1ccc(CNC(=O)C2CCCN(S(=O)(=O)c3c(C)n[nH]c3C)C2)cc1 (stereo not given)
?	·	CCOC(=O)c1ccc(NC(=O)CCNS(=O)(=O)c2cccs2)cc1
?	·	CSc1ccc(CNC(=O)CCn2ccc3cc(S(=O)(=O)N4CCCC4)ccc32)cc1
13%	3	Cc1ccc(-n2cccn2)c(CN2CCCC(C(=O)c3sccc3C)C2)c1 (stereo not given)
?	·	CCOCCn1c(SCc2ccc(C)cc2)nc2c1c(=O)[nH]c(=O)n2C
24%	-1	O=C(CN1CCC(n2nnc3cc(F)ccc32)CC1)NCc1ccco1
?	·	CCc1c(C)nc2ncnn2c1N1CCC(C(=O)NCc2ccc3c(c2)OCO3)CC1
4%	-9	COc1ccc(NC(=O)c2sc3nc(N4CCOCC4)c4c(c3c2N)CCCC4)c(OC)c1
?	·	CCOc1ccc(OCc2cccc(C(=O)N/N=C/c3cccnc3)c2)cc1
i	-19	CCN1CCCC1CNS(=O)(=O)c1ccc(C(=O)Nc2ccccc2)cc1 (stereo not given)
3%	-10	COc1ccccc1/C=C1\S/C(=N/NC(=O)c2cccc(Br)c2)NC1=O
7%	-14	COCCNC(=O)c1c[nH]c2ccc(S(=O)(=O)N3CCc4ccccc43)cc2c1=O
-1%	2	CCC(=O)N1c2ccccc2C(N(C(C)=O)c2ccccc2)CC1C (stereo not given)
?	·	Cc1ccc(-n2cccc2/C=C2/NC(=O)N(CC(=O)Nc3cccc(C)c3)C2=O)cc1
-3%	1	CCOC(=O)CSc1nnc(CNC(=O)c2ccco2)n1C
0%	23	O=C1c2ccccc2C(=O)N1CCc1csc(NNc2nc(CCN3C(=O)c4ccccc4C3=O)cs2)n1
?	·	CCc1nc(C)ccc1OCC(=O)O
-25%	0	O=S(=O)(c1ccc2ccccc2c1)N1CCCCCC1
?	·	COC(=O)c1onc(-c2c(OC)cc(OC)cc2OC)c1C(=O)OC
?	·	O=C(COC(=O)c1ccc(O)cc1)Nc1ccccc1[N+](=O)[O-]
-12%	3	Cc1ccc(CCCOC(=O)C[N+]2(C)CCOCC2)cc1
?	·	Cc1c(C(=O)N2CCCCC2)c(S(=O)(=O)N2c3ccccc3CC2C)c(C)n1C (stereo not given)
?	·	CCOc1ccc(C(C)C)cc1S(=O)(=O)N1CCOCC1
?	·	Cc1ccc2nc(N/C(=N/S(=O)(=O)c3cccs3)c3ccccc3Cl)sc2c1
?	·	Cc1nc(NC(=O)/C=C/c2ccccc2)n[nH]1
?	·	CC1(C)CC(=O)C2=C(C1)NC1=C(C(=O)c3ccccc31)C2c1ccc(Cl)cc1 (stereo not given)
14%	-1	Cc1ccccc1C(=O)NNC(=O)C(=O)N1CCCCC1
0%	15	CS(=O)(=O)N(Cc1ccccc1F)c1ccccc1
8%	-3	CCN(CC)c1ccc(C=Nc2ccc(C#N)cc2)c(O)c1
-3%	-5	COc1ccc(Cc2nnc(Nc3ccc4c(c3)OCCO4)[nH]c2=O)cc1
8%	13	CCOC(=O)Cc1csc(NC(=S)NC(=O)c2ccc(C)cc2)n1
?	·	O=C1c2cccc(OCC(=O)N3CCCc4ccccc43)c2CCN1Cc1ccc(Br)cc1
i	-1	Cc1nn2c(C(F)(F)F)cc(-c3ccc(Cl)cc3)nc2c1C(=O)N1CCOCC1
?	·	CC(C)c1ccc2oc(-c3ccc(N)cc3)nc2c1
4%	-1	CCNc1nc(SCC(=O)Nc2ccc(Cl)c(Cl)c2)nc(N(C)C)n1
-2%	10	CCOC(=O)c1cc(-c2ccccc2)sc1NC(=O)C(C)OC(=O)c1cccnc1OCC (stereo not given)
6%	-6	C=CCn1c(SCc2c(F)c(F)c(F)c(F)c2F)nc(O)cc1=O
?	·	CCOC(=O)c1cc(NC(=O)c2ccoc2C)cc(C(=O)OCC)c1
-17%	-1	O=C1CCCc2ccccc2N1Cc1ccc(Cl)cc1

This is a subset; the hit share may differ from the screen's.
